High-throughput results from PubChem BioAssay.
N370S GC mod: qHTS Assay for Inhibitors and Activators of N370S glucocerebrosidase as a Potential Chaperone Treatment of Gaucher Disease; 0.092% of 330,000 active; Potency, µM (titrated, usually from 59.4 µM), for the others: top-dose activity change, negative = inhibition, most hits filed as inhibitors; AID 2101, 2009; N370S GC spleen homogenate, 4MU-glucoside fluorescence;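 also: 0% = full enzyme activity and -100% = no enzyme basal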
FEN1 inh: qHTS Assay for the Inhibitors of Human Flap endonuclease 1 (FEN1); AID 588795, 2011; Recombinant FEN1 flap cleavage, fluorescence, 15 min; 0.35% of 390,000 active; Potency, µM (titrated, usually from 114 µM), for inactives: at the highest dose activity change, negative = inhibition, hits mostly inhibitors; P39748; also: nearly all actives have a fitted effect of over 65% in size
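Compounds are tested as a concentration series against 10 nM FEN1; after a 15 min room-temperature preincubation, 50 nM substrate starts cleavage, with plate reads at 0 and 15 min. Normalized responses are fitted by a Hill equation.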
GCN5L2 inh: qHTS Assay for Inhibitors of GCN5L2 | GCN5L2 HAT assay, ThioGlo1 CoA-SH fluorescence | 0.21% of 390,000 active | Potency, µM (highest dose often 58.9 µM), for the others: top-dose activity change, negative = inhibition, usual class: inhibitors
Target sequence (Q92830 whole entry, looked up): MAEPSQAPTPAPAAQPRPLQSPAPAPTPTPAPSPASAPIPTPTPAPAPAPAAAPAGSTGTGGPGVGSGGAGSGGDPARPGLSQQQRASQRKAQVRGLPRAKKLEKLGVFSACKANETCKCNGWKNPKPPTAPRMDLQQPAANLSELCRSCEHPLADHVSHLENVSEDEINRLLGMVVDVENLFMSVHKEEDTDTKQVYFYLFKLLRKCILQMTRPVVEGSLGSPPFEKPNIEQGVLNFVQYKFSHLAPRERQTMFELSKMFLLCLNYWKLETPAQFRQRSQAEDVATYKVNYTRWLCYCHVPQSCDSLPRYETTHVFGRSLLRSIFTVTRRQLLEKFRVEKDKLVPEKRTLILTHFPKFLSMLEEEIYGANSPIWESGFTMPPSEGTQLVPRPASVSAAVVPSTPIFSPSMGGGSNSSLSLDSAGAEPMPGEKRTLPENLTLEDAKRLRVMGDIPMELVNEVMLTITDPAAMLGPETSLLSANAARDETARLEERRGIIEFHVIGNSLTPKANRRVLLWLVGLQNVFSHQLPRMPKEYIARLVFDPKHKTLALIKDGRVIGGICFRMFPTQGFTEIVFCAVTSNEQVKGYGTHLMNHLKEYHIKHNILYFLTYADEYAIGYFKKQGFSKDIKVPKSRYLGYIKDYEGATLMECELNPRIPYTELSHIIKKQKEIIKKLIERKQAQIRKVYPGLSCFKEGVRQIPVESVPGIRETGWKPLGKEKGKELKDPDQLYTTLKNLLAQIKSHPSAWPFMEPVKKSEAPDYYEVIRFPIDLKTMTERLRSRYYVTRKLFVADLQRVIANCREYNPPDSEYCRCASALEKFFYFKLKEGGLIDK
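Compounds, pin-transferred from DMSO stocks, meet 20nM GCN5L2 for 15 min before the reaction begins with H3(1-25) peptide (75uM) and acetyl-CoA (70uM). Thiol-reactive ThioGlo1 reports CoA release over 20 min at room temperature.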
An asterisk follows results filed as active; ? = inconclusive; . = no result given; & = joins results of further samples; [ ] = remark or other dose. Calls follow the shape of the dose curve; as a rule, active = well fitted curve in the direction sought with a large enough effect; inconclusive = small, poorly fitted or top-dose-only effect, or another doubt; inactive = no such curve, though single readings can be large; an effect the other way counts as inactive or inconclusive. Unless noted, % is scaled to controls: 0 for no effect and ±100 for the full control effect; potency is read from the fitted curve at half-maximal effect.

SMILES	N370S GC mod	FEN1 inh	GCN5L2 inh
CCOc1ccc(N2CC(C(=O)Nc3cccc(C(=O)NC4CC4)c3)CC2=O)cc1 (stereo not drawn)	.	2.1%	-25.8%
CCN(C(=O)COC(=O)c1ccc(S(=O)(=O)N2CCCc3ccccc32)cc1)C1CCS(=O)(=O)C1 (stereo not drawn)	-11.4%	3.1%	-0.3%
Cc1occc1-c1nnc(SCC(N)=O)o1	8.5%	16.2%	8.0%
O=C(CCC(=O)Nc1cc(C(F)(F)F)ccc1Cl)N/N=C\c1cc([N+](=O)[O-])ccc1O	2.6%	2.3%	-12.1%
CCCn1nnc(NC(=O)c2ccc([N+](=O)[O-])cc2Cl)n1	-13.4%	-2.5%	1.3%
CCOC(=O)c1cnn(-c2cc(C)nc3c(-c4ccc(Cl)cc4)c(C)nn23)c1N	-17.7%	.	-1.3%
CCOC(=O)CSc1nnc(CNC(=O)c2ccc(OC)cc2)n1C1CCCCC1	-8.6%	-11.7%	-3.8%
C=CCNc1nnc(C)c2ccccc12	-19.4%	-0.8%	0.2%
C=C(C)c1cccc(C(C)(C)NC(=O)Nc2ccccc2OCC)c1	-5.8%	-7.2%	3.6%
COCCNc1ncnc2ccc(-c3ccccc3C(F)(F)F)cc12	-8.5%	.	?
c1ccn(-c2ccc(-c3ccn[nH]3)cc2)c1	3.9%	-13.6%	-7.0%
COc1ccc(CCNCc2c(C(=O)O)c(C)n(Cc3cccc(Cl)c3)c2C)c(OC)c1OC	.	18.1%	-1.7%
CCc1ccc(OCC(=O)Oc2ccc([N+](=O)[O-])cc2)cc1	-7.8%	10.2%	2.0%
COc1ccccc1Nc1nc2ccc(C)cc2cc1C#N	10.7%	3.4%	-3.3%
COc1ccc(NC(=S)N2CCN(S(=O)(=O)c3ccccc3)CC2)cc1	-5.1%	-1.6%	2.4%
O=C(Nc1ccc(Cl)cc1)C1CC=CCC1C(=O)OCC(F)(F)C(F)F (stereo not drawn)	3.1%	0.9%	-5.8%
COc1cc(O)sc1C=Nc1ccc(Cl)cc1Cl	0.2%	3.4%	0.0%
Cc1cc(-c2nc3ccccc3s2)ccc1NC(=O)c1cc(Cl)ccc1Cl	.	-6.2%	0.8%
O=C(NC1CCCC1)c1cc(-c2cccs2)on1	15.2%	-18.5%&0.8%	-1.7%
COc1ccc(-c2noc(CCCOc3ccc(Cl)cc3Cl)n2)cc1	5.2%	-8.6%	-9.5%
OCCCNc1nc(-c2ccc(Cl)cc2)nnc1-c1ccccc1	?	0.8%	-1.3%
C=CCC[C@@H](Cc1ccc(F)cc1)C(=O)OC[C@H](Cc1c[nH]c2ccccc12)NC(=O)[C@@H](CC=C)CC(=O)N[C@H](CO)Cc1ccccc1	.	-12.7%	-1.6%
CCCCC1=CC2=C(c3ccco3)C(=O)C(C)(OC(=O)c3ccc(OC)cc3)C(=O)C2=CN1C1CCCCC1 (stereo not drawn)	-10.7%[12.8 µM]	-6.4%	-2.9%
CC1CCCN(C(=O)CCCn2c(=S)[nH]c3ccccc3c2=O)C1 (stereo not drawn)	15.3%	1.5%	0.0%

Of the compounds above, these have an aryl thioether with sulfur outside any ring.
SMILES	N370S GC mod	FEN1 inh	GCN5L2 inh
Cc1occc1-c1nnc(SCC(N)=O)o1	8.5%	16.2%	8.0%
CCOC(=O)CSc1nnc(CNC(=O)c2ccc(OC)cc2)n1C1CCCCC1	-8.6%	-11.7%	-3.8%

New compounds follow
SMILES	N370S GC mod	FEN1 inh	GCN5L2 inh
COc1ccc(-c2nnc(SCC(=O)O)n2C)cc1OC	-2.8%	18.9%	-8.3%
Cn1c(=NC(=O)c2ccco2)sc2cccc(F)c21	14.5%	-3.4%	-6.7%
CCc1ccc(C(=O)C[n+]2cccc3cc(OC)ccc32)cc1	11.3%	-8.7%	0.4%
COc1ccc(NC(=O)C2=C(C)Nc3nc(SCc4ccccc4C)nn3C2c2ccc(Br)cc2)cc1 (stereo not drawn)	.	0.0%	-9.1%
O=C(NCCCn1ccnc1)C(Cc1ccc([N+](=O)[O-])cc1)N1C(=O)c2ccccc2C1=O (stereo not drawn)	-5.0%	1.0%	-4.0%
COc1ccc2[nH]c(=O)c(CN(Cc3ccccc3)Cc3nnnn3CC3CCCO3)cc2c1 (stereo not drawn)	0.2%	-0.9%	-3.7%
COC(=O)c1ccc(NC(=O)CSc2cn(CC(=O)N3CCCCCC3)c3ccccc23)cc1	.	-4.3%	-11.9%
O=C(Nc1ccc2c(c1)OCO2)OCc1ccccc1	5.7%	-3.5%	-6.1%
COCCNC(=O)/C(C#N)=C/c1nc(N(C)C)n(-c2ccc(F)cc2)c1Cl	-6.1%	15.3%	-20.0%
COc1ccccc1-n1c(C)nc2cc(C(=O)NCC3CCCO3)ccc21 (stereo not drawn)	3.1%	-16.5%	-3.7%
CN1CCCN(S(=O)(=O)c2cccc(C#N)c2)CC1	-0.9%	-1.0%	-14.3%
C[C@H]1CN([C@@H](C)CO)C(=O)Cc2cc(NC(=O)CCN3CCOCC3)ccc2O[C@@H]1CN(C)Cc1ccc(Oc2ccccc2)cc1	.	-3.1%	-6.2%

Brought forward from above: three compounds; new compounds follow.
SMILES	N370S GC mod	FEN1 inh	GCN5L2 inh
COc1ccccc1-n1c(C)nc2cc(C(=O)NCC3CCCO3)ccc21 (stereo not drawn)	3.1%	-16.5%	-3.7%
CN1CCCN(S(=O)(=O)c2cccc(C#N)c2)CC1	-0.9%	-1.0%	-14.3%
C[C@H]1CN([C@@H](C)CO)C(=O)Cc2cc(NC(=O)CCN3CCOCC3)ccc2O[C@@H]1CN(C)Cc1ccc(Oc2ccccc2)cc1	.	-3.1%	-6.2%
Cc1ccc(N(CC(=O)NCC2CCCO2)C(=O)CCC(=O)Nc2ccccn2)cc1 (stereo not drawn)	-26.0%	-0.1%	-1.7%
COc1ccccc1/C=C1\NC(=S)N(CC2CCCO2)C1=O (stereo not drawn)	.	-9.3%	-18.2%
CC(C)[C@H](NC(=O)c1ccco1)C(=O)OCC(=O)Nc1ccccc1OC(F)F	14.1%	-9.9%	-19.1%
O=S(=O)(c1ccc(F)cc1)N1CCN(Cc2ccccn2)CC1	-15.8%	16.1%	-5.5%
Cc1ccc(C(=O)O/N=C(/c2nonc2N)N(C)C)cc1	-17.3%	5.7%	-13.9%
COc1cccc(NC(=O)C(Sc2nnc3ccccn23)c2ccccc2)c1 (stereo not drawn)	3.7%	6.7%	-0.4%
O=c1c2cccnc2[nH]c(=S)n1CCC1=CCCCC1	10.3%	-0.4%	-1.4%
O=C(O)c1cccc(-c2nnn(Cc3ccccc3Cl)n2)c1	9.3%	-1.9%	-1.7%
S=C(c1ccc(N2CCOCC2)cc1)N1CCOCC1	2.3%	-9.7%	-6.6%
FC(F)(F)c1cnc(Oc2ccccc2-c2nnc(-c3ccc(Cl)cc3)o2)c(Cl)c1	-16.0%	-18.2%	-3.5%
CC(C)CCCC(C)C1CCC2C3CC(=O)[C@H]4CC(O)CC[C@]4(C)C3CC[C@@]12C (stereo partly drawn)	4.9%	.	-12.2%
CCOc1ccc(NC(=O)CN2CCN(CC(=O)Nc3ccc(OC)cc3)CC2)cc1	-1.8%	4.9%&9.1%	-22.8%&-0.2%
O=C(c1cccc(F)c1)N1CCC[C@@]2(CCN(Cc3nccs3)C2)C1	-0.1%	.	3.6%
COC(=O)Cc1cc(=O)n(-c2nc3ccccc3s2)[nH]1	-7.3%	-16.7%	-8.2%
O=[N+]([O-])c1ccc(N=Nc2c(Cl)cc(O)cc2Cl)cc1	-1.7%	2.3%	-27.1%
O=C(c1ccc2c(c1)N(Cc1cccc(Cl)c1)C(=O)c1ccccc1S2)N1CCOCC1	.	-21.3%	-6.1%
Cn1cnnc1Sc1ccc(/C=C(\CCC(=O)O)c2nc3ccccc3s2)cc1[N+](=O)[O-]	-0.4%	6.4%	-7.2%
Nc1nonc1C(=O)NC(c1ccccc1)c1ccccc1	2.9%	2.5%	-8.8%
O=C(C1=C[C@@H](C2CCCCC2)C[C@@H](OCCCCO)O1)N1CCN(Cc2ccc3c(c2)OCO3)CC1	-29.3%	-14.2%	0.2%
c1ccc2cc(Cn3ccnc3)ccc2c1	-7.1%	-5.2%	-6.1%
Cc1ccc(N(Cc2cc(=O)[nH]c3ccccc23)C(=O)C(C)C)cc1	-2.3%	16.1%	-4.6%
CCc1cc2c(-c3ccccc3)cc(=O)oc2c2c1OCN(Cc1ccc(F)cc1)C2	.	9.5%	-16.3%
CCCc1cc(=O)n2[nH]c(Cc3ccccc3)nc2n1	1.4%	0.0%	-28.2%
CC12CCC(C(=O)Nc3cc(F)ccc3F)(CC1=O)C2(C)C (stereo not drawn)	-2.5%	2.0%	-3.0%
O=c1cc(Cl)[nH]c(=O)n1Cc1ccc(F)cc1	-3.7%	1.0%	3.1%
CCn1c2ccccc2c2cc([N+](=O)[O-])ccc21	19.7%	-10.8%	-6.9%
Cc1cc(S(=O)(=O)NCCc2csc(-c3cccc(F)c3)n2)ccc1F	.	-9.7%	-5.3%
COc1ccc(CN2CCn3ncc(C(=O)Nc4cc(C)cc(C)c4)c3C2=O)cc1	-16.4%	-2.2%	-7.4%
CN(C)Cc1c(O)ccc2occ(C(O)c3ccccc3)c12 (stereo not drawn)	3.8%	-0.7%	-11.1%
COc1ccc(S(=O)(=O)N(C)c2ccc(C(=O)NCc3ccccn3)cc2)cc1OC	-12.0%	2.3%	-33.3%
CCOCCOC(=O)C1=C(C)N(C)C(=O)NC1c1cc(Cl)c(O)c(OC)c1 (stereo not drawn)	-0.1%	-1.3%	1.8%
CN1CCN(S(=O)(=O)c2cccc(C(=O)N(C)Cc3cccs3)c2)CC1	.	21.2%	-1.3%
CCC(C(=O)Nc1nc(C)cs1)c1ccccc1 (stereo not drawn)	5.1%	7.5%	-2.4%
Cc1sc(NC(=O)c2cccc([N+](=O)[O-])c2)c(C(N)=O)c1-c1ccc(C(C)(C)C)cc1	3.5%	-3.2%	-3.4%
CC(C)(C)n1nc2c(c1NC(=O)CCCc1ccccc1)CS(=O)C2 (stereo not drawn)	3.4%	20.1%	-9.0%
CC(C)(CNC(=O)Cc1ccc(Cl)cc1Cl)N1CCCCC1	-8.4%	14.2%	2.9%

2 entries picked at random from the list so far:
SMILES	N370S GC mod	FEN1 inh	GCN5L2 inh
COc1ccc(S(=O)(=O)N(C)c2ccc(C(=O)NCc3ccccn3)cc2)cc1OC	-12.0%	2.3%	-33.3%
CCC(C(=O)Nc1nc(C)cs1)c1ccccc1 (stereo not drawn)	5.1%	7.5%	-2.4%

(listing goes on)
SMILES	N370S GC mod	FEN1 inh	GCN5L2 inh
Cc1nn(Cc2ccccc2)c(Cl)c1C(=O)NC(C)(C)C	-5.1%	-4.1%	1.3%
Cc1ccc(NS(=O)(=O)c2ccc3c(c2)CC(=O)N3)c(C)c1	-4.5%	2.4%	25.1µM*
CCOc1ccc(S(=O)(=O)N2CCN=C2c2ccccc2)c(C)c1C	-16.3%	-3.9%	-5.2%
C[C@@]12C(=O)N(c3ccc(F)cc3)C(=O)N1[C@@H]1c3ccccc3OC[C@@H]1[C@H]2c1ccccc1	8.3%	-0.6%	?

Hits appear at their usual frequency; about 0.54% have a hit in one of these screens.
